Screens as filed in PubChem.
PL biosyn Enam: blocks phospholipid synthesis in CHO cells, Enamine compounds. 0.4% of 20,000 active. AID 1347385. calls only at 10 µM. ZR-82 CHO cells, pyrene fatty acid UV survival, CellTiter Blue; peroxisome-deficient CHO-K1 mutant line; plus DGAT-1, DGAT-2 and ACAT inhibitors;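 active = cell survival signal 2 SD away from solvent-only control wells, confirmed on one or two retests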;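 note: 3 h compound exposure then viability read about one day after UV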
Calls only; i = inactive; + = active, no number. An excerpt; count on the stated rates, not on these rows.

SMILES	PL biosyn Enam
Cc1ccc(C(=NS(=O)(=O)c2ccc(C)cc2)NS(=O)(=O)c2ccc(C)cc2)cc1	i
Brc1ccc(-c2ccc(C3Nc4ccccc4-c4nc5ccccc5n43)o2)cc1 (stereo not given)	i
CC(CC(=O)NC1=NCCS1)n1ccnc1 (stereo not given)	i
FC(F)Sc1ccc(N=C2NN=C(c3ccc(Br)s3)CS2)cc1	i
Cc1cc(C)[n+]2sc(S(=O)(=O)[O-])cc2n1	i
O=C1C(=O)N(CO)c2ccccc21	i
COc1ccc(-n2c(-c3ccc(Br)cc3)c[n+]3c2CCC3)cc1	i
O=C(COC(=O)C12CC3CC(CC(C3)C1)C2)NC12CC3CC(CC(C3)C1)C2	i
Clc1cccc(OCCOc2cccc3ccccc23)c1	i
Cc1cc(C)c2c(c1)SC1=NS(=O)(=O)CCN12	i
O=c1[nH]ncc2ccccc12	i
CC(=O)NC(C(=O)Nc1nc(-c2ccc(C)s2)cs1)C(C)C (stereo not given)	i
Clc1ccc(-c2onc3ccc(C#Cc4ccccc4)cc23)cc1	i
O=S(=O)(NCc1ccccn1)c1ccc(S(=O)(=O)N2CCCC2)cc1	i
CC(Sc1nnc(-c2ccc(F)cc2)o1)c1ccc(F)cc1 (stereo not given)	i
CCOC(=O)C1(O)CSc2nc3sc4c(c3c(=O)n21)CCC4 (stereo not given)	i
C=CCOc1ccc(CNn2cn[nH]c2=S)cc1OC	i
O=C(N/C(=C/c1ccco1)C(=O)N1CCOCC1)c1ccco1	i
Clc1ccc2nc(-c3ccccn3)cc(-c3ccccc3)c2c1	i
CC(C)(C)c1csc(NC(=O)c2ccc(Cl)s2)n1	i
CCC(C1=C(O)CC(C)(C)CC1=O)C1=C(O)CC(C)(C)CC1=O	i
O=C(N/N=C/c1ccc([N+](=O)[O-])s1)C1CCCCC1	i
O=S(=O)(Nc1nc2ccccc2nc1N1CCCC1)c1ccc2c(c1)OCCO2	i
Oc1ccc(NC(=S)Nc2ccc(OC(F)F)cc2)cc1	i

Structural class: those above with a thiophene ring, fused or not
SMILES	PL biosyn Enam
FC(F)Sc1ccc(N=C2NN=C(c3ccc(Br)s3)CS2)cc1	i
CC(=O)NC(C(=O)Nc1nc(-c2ccc(C)s2)cs1)C(C)C (stereo not given)	i
CCOC(=O)C1(O)CSc2nc3sc4c(c3c(=O)n21)CCC4 (stereo not given)	i
CC(C)(C)c1csc(NC(=O)c2ccc(Cl)s2)n1	i
O=C(N/N=C/c1ccc([N+](=O)[O-])s1)C1CCCCC1	i

(list continues)
SMILES	PL biosyn Enam
CN(C)P(=Nc1ccc([N+](=O)[O-])cc1Br)(N(C)C)C(C)(C)C	i
Fc1c(F)c(N2CCCCCC2)c(F)c(F)c1/C=C/CN1CCOCC1	i
CCOC(=O)C1=C(CSc2nc3scc(-c4cccs4)c3c(=O)[nH]2)NC(=O)NC1C (stereo not given)	i
Cc1nc(SCC(=O)NN2C(=O)NC3(CCC(C)CC3)C2=O)c2c(C)c(C)sc2n1 (stereo not given)	i
C=CCOC(=O)c1sc(NC(=O)COC(=O)c2c(C)noc2C)c(C(=O)OCC)c1C	i
Cc1cccc(N=Cc2c(O)c3ccccc3oc2=O)n1	i
OCCCc1nc2n(n1)C(c1cccc(Br)c1)C=C(c1ccccc1)N2 (stereo not given)	i
FC(F)(F)c1cc(N=Cc2ccc(-c3ccccc3)cc2)cc(C(F)(F)F)c1	i
O=C(C1CCCCC1)N1N=C2/C(=C/c3cccs3)CCCC2C1c1cccs1 (stereo not given)	i
CCC(CO)[n+]1c(C)cc(C=C2Sc3ccccc3N2Cc2ccccc2)cc1C (stereo not given)	+
O=[N+]([O-])c1cccc2ncccc12	i
CN(C)C(=O)CSc1nnc(-c2cccs2)n1C1CC1	i
CN(C(=O)CSCC(=O)O)C1CCCCC1	i
CCOC(=O)C1=C(C)NC(C)=C(C(=O)OCC)C1C(=O)OCC(=O)N1CCOCC1	i
S=c1[nH]nc(-c2ccccc2Cl)n1/N=C/c1ccc2c(c1)OCCO2	i
COc1ccc(S(=O)(=O)N(CC(C)C)C2CCS(=O)(=O)C2)cc1OC (stereo not given)	i
CCOC(=O)c1[nH]c(C)c(C(=O)OCc2nc(-c3cccs3)no2)c1C	i
Cn1/c(=N/N=C/c2ccc(OC(F)F)cc2OC(F)F)sc2ccccc21	i
O=C(CSc1ccc(S(=O)(=O)N2CCCC2)cn1)N(C1CCCC1)C1CCS(=O)(=O)C1 (stereo not given)	i
O=C(O)CCc1nc(-c2cccs2)no1	i
FC(F)(F)c1cccc(/C=N/Nc2nc3ccccc3o2)c1	i
CC(=O)CSc1ncnc2sc(C)c(C)c12	i
O=S(=O)(NCc1ccco1)c1cc(Br)ccc1Br	i
Cc1cc(O)c(C=Nc2ccc(F)cc2)c(=O)o1	i
O=C1NC(=O)c2c(N=Cc3c(O)[nH]c(=O)[nH]c3=O)cccc21	i
O=S(=O)(c1ccc(Br)s1)N1CCCC1c1ccc2c(c1)OCCCO2 (stereo not given)	i
CCN(C(=O)CSc1nnc(-c2ccco2)o1)C1CCS(=O)(=O)C1 (stereo not given)	i
COc1ccc(C2=CSC3=NS(=O)(=O)CCN23)cc1	i
C(#C[P+](c1ccccc1)(c1ccccc1)c1ccccc1)[P+](c1ccccc1)(c1ccccc1)c1ccccc1	i
CC1CCc2sc(-c3nnc(SCC(=O)Nc4ccnn4C4CCCC4)o3)cc2C1 (stereo not given)	i
O=[N+]([O-])c1cc(S(=O)(=O)N2CCOCC2)ccc1Nc1cccc(I)c1	i
O=C(O)C1CCCN1S(=O)(=O)c1cccc2nsnc12 (stereo not given)	i
Cc1cc(C)[n+]2cc(S(=O)(=O)[O-])sc2n1	i
CCn1c(SCC(=O)c2cc(C)n(Cc3ccco3)c2C)nnc1C1CC1	i
CC(C)CCn1c(=S)[nH]c2sc3c(c2c1=O)CCCC3	i
O=c1[nH]nc(N/N=C/c2ccc([N+](=O)[O-])o2)c(=O)[nH]1	i
Cc1ccccc1N=C1NN=C(c2ccccc2F)CS1	i
O=C(Cn1ccc(C(F)(F)F)n1)Nc1nccs1	i
O=C(C[n+]1cc(-c2ccc(Br)cc2)n2c1CCCCC2)c1ccc2c(c1)OCCO2	i
CCCCCn1c(=O)[nH]c2c(c1=O)CCC2	i
O=S(=O)(Nc1cc2c(cc1Br)OCCO2)c1ccc(Cl)s1	i
CCOC(=O)C1=CN(CC)/C(=C\C=C\c2sc(C(=O)OCC)c[n+]2CC)S1	i
Cc1sc2ncnc(SCC(=O)Nc3sc4c(c3C(N)=O)CCC4)c2c1C	i
COCCNC(=S)N1CCn2c1nc1ccccc12	i
CC1CCc2c(sc3ncnc(Oc4ccc(Br)cc4Br)c23)C1 (stereo not given)	i
COc1ccc(C=Nc2ccc(OC(F)(F)C(F)F)c(N=Cc3ccc(OC)c(O)c3)c2)cc1O	i
CCc1ccc(-c2csc(N)n2)s1	i
Clc1snnc1CSc1nnc(Cc2cccs2)n1C1CCCCC1	i

Of the compounds above, 3 contain a CF3 group.
SMILES	PL biosyn Enam
FC(F)(F)c1cc(N=Cc2ccc(-c3ccccc3)cc2)cc(C(F)(F)F)c1	i
FC(F)(F)c1cccc(/C=N/Nc2nc3ccccc3o2)c1	i
O=C(Cn1ccc(C(F)(F)F)n1)Nc1nccs1	i

Additional results
SMILES	PL biosyn Enam
CCc1noc(C)c1C(=O)O	i
CCc1cc2c(=O)n(CC)c(SC3CCOC3=O)nc2s1 (stereo not given)	i
CCN(CC)P(=O)(C(Cl)=C(N1CCCCC1)N1CCCCC1)N(CC)CC	i
CCCCn1c(N)c(N(CC)C(=O)CCC(C)C)c(=O)[nH]c1=O	i
c1ccc2c(c1)SCc1nnc(Cn3cnc4ccccc43)n1-2	i
C=CCn1c(SCc2cc(Cl)c3c(c2)OCCO3)nnc1-c1ccncc1	i
O=C(/C=C/c1cccs1)N1CCN(Cc2ccc(Br)s2)CC1	i
Nc1nccnc1C(=O)OCC(=O)c1ccc[nH]1	i
O=C(COc1ncnc2sccc12)c1ccc[nH]1	i
O=S(=O)(c1ccc2ccccc2c1)N1CCN(S(=O)(=O)c2ccccc2Br)CC1	i
COc1ccccc1C1Oc2ccccc2C2CC(c3ccc4c(c3)OCCO4)=NN21 (stereo not given)	i
CNC(=S)N/N=C/c1ccc(F)cc1F	i
Cc1cc(C)nc(Sc2ccc(S(C)(=O)=O)cc2[N+](=O)[O-])n1	i
Cc1cc(C)[n+](-c2ccc(C(C)C)cc2)c2[nH]c(=O)[nH]c(=O)c12	i
O=C(Cc1cn2ccsc2n1)N/N=C/c1ccc(N2CCOCC2)s1	i
Cc1c(CCO)sc[n+]1CC(=O)OCCC12CC3CC(CC(C3)C1)C2	i
CCN(CC)P1(=Nc2ccc(C)c(C)c2)/C(=C2\N(C)c3ccccc3C2(C)C)C=NN1C (stereo not given)	i
C(=N\Nc1nncc2ccccc12)/c1ccc(-c2ccccc2)cc1	i
C=C/C(Cl)=C/C=C(\C)CC1(C/C(C)=C/C=C(\Cl)C=C)C(=O)OC(C)(C)OC1=O	i
O=c1cc[nH]cc1[N+](=O)[O-]	i
O=C(O)c1cn(C2CC2)c2cc(N3CCN(S(=O)(=O)c4ccc5c(c4)OCCO5)CC3)c(F)cc2c1=O	i
O=C(CSc1nnc(-c2cccs2)o1)N1N=C(c2cccs2)CC1c1ccco1 (stereo not given)	i
O=C(CSc1nnc(-c2cc3ccccc3[nH]2)n1-c1ccccc1)NC1CCS(=O)(=O)C1 (stereo not given)	i
Cn1c(N)c(C(=O)COC(=O)C2CCCC2)c(=O)n(C)c1=O	i

The last 3 records of the part above are carried over, then new ones follow:
SMILES	PL biosyn Enam
O=C(CSc1nnc(-c2cccs2)o1)N1N=C(c2cccs2)CC1c1ccco1 (stereo not given)	i
O=C(CSc1nnc(-c2cc3ccccc3[nH]2)n1-c1ccccc1)NC1CCS(=O)(=O)C1 (stereo not given)	i
Cn1c(N)c(C(=O)COC(=O)C2CCCC2)c(=O)n(C)c1=O	i
C=CCOC(=O)c1[nH]c(C)c(C(=O)OCC)c1C	i
Cc1sc2nc(CN3CCOCC3)nc(Sc3nnnn3C3CC3)c2c1C	i
Nc1sc(-c2ccccc2)n[n+]1CCCS(=O)(=O)[O-]	i
CCCn1c(SCC(=O)c2ccc(Br)s2)n[nH]c1=O	i
COCCn1c(C)cc(C2=NNC(=NC(C)(C)C)SC2)c1C	i
COc1ccc(/C=C/c2nc3cc(OC)c(SC)cc3s2)cc1	i
CCOC(=O)C1=C(C)NC(C)=C(C(=O)OCC)C1C(=O)OCC(=O)NC12CC3CC(CC(C3)C1)C2	i
CC12CCC(C/C1=N/N=C/c1ccc([N+](=O)[O-])cc1)C2(C)C (stereo not given)	i
CCCCCC(C)CN=C1NN=C(c2ccc(Cl)cc2Cl)CS1 (stereo not given)	i
CCc1cc2c(SCc3nc4sc5c(c4c(=O)[nH]3)CCC(C)C5)ncnc2s1 (stereo not given)	i
c1ccc(-c2c[n+]3c(n2-c2ccccc2)CCCCC3)cc1	i
NC1=NCC(O)=C1c1nc2ccccc2[nH]1	i

An excerpt from above in order of SMILES length, low to high:
SMILES	PL biosyn Enam
O=[N+]([O-])c1cccc2ncccc12	i
CN(C)C(=O)CSc1nnc(-c2cccs2)n1C1CC1	i
COc1ccc(C=Nc2ccc(OC(F)(F)C(F)F)c(N=Cc3ccc(OC)c(O)c3)c2)cc1O	i

(next part)
SMILES	PL biosyn Enam
CCC(=O)N(c1nnc(SCc2nc3sc(C(C)=O)c(C)c3c(=O)[nH]2)s1)C1CC1	i
COCC(C)n1c(C)cc(C(=O)Cn2nc(C)c([N+](=O)[O-])c2C)c1C (stereo not given)	i
Nc1c2c(nn1-c1nc3ccccc3s1)CCC[n+]1c(-c3ccc(Br)cc3)csc1-2	i
O=[N+]([O-])c1ccc(-c2csc(Nc3cccc4ccccc34)n2)cc1	i
CC1(C(=O)OCC(=O)Nc2sc3c(c2C(N)=O)CCC3)CC1(Cl)Cl (stereo not given)	i
N=C1C(c2nc3ccccc3s2)=C(O)CN1NC(=O)c1c[nH]c2ccccc12	i
CCCn1c(=O)[nH][nH]c1=S	i
O=c1c2ccccc2c(C=Nc2ccc3c(c2)OCCO3)c(O)n1-c1ccc2c(c1)OCO2	i
CCc1n[nH]c(=S)n1/N=C/c1c[nH]c2ccc(Br)cc12	i
CC1CCc2c(sc(NC(=O)c3cc4c(s3)CCCCC4)c2C(N)=O)C1 (stereo not given)	i
Cc1nnc(SCC(=O)NC(=O)c2cccn2C)s1	i
Clc1cc(Cl)c2c(c1)C=C1CCCCC1(N1CCCCC1)O2 (stereo not given)	i
NC1=[N+](CC(=O)c2ccccc2)Cc2ccccc21	i
CCCc1cc(=O)[nH]c(SCc2nc3sc(C)c(C)c3c(=O)[nH]2)n1	i
CCCn1c(N)c(N(C)C)c(=O)[nH]c1=O	i
O=c1c2ccc(Cl)cc2[nH]c(=S)n1C1CCCC1	i
c1cncc(-c2nc(NCc3ccccc3CN3CCCC3)c3ccccc3n2)c1	i
O=C(CSc1nccc(=O)[nH]1)c1ccc(Cl)s1	i
C1=NN2C(SCCOc3ccccc3)=Nc3ccccc3C2C1 (stereo not given)	i
CC(C)(C)C1CCC2(CC1)Nc1ccccc1-c1nc3ccccc3n12 (stereo not given)	i
Clc1cc(CSc2nnc(-c3c[nH]c4ccccc34)o2)cc2c1OCCO2	i
O=S(=O)(c1ccc2c(c1)OCCO2)N1CN(C2CCCC2)c2nc3ccccc3nc21	i
COc1ccc2c(=O)c(Oc3ccccc3)c(C(F)(F)F)oc2c1	i
COc1cc(-c2nnc(SCCOc3ccc(F)cc3)o2)cc(OC)c1OC	i
Fc1ccccc1OCCOc1ccc(Cl)c2cccnc12	i
CCc1nnc(NC(=O)CC23CC4CC(CC(Br)(C4)C2)C3)s1	i
O=S1(=O)CCC(N2CCN(c3nc(C(F)(F)F)nc4ccccc34)CC2)C1 (stereo not given)	i
CNC(=O)NC(=O)CN1C(=O)NC2(CCC(C)CC2)C1=O (stereo not given)	i
C=CCn1c(CO)nc2ccccc21	i
